# Screening data (PubChem BioAssay)
# Lipid storage S3: qHTS Assay for Lipid Storage Modulators in Drosophila S3 Cells. 320,000 compounds, 0.64% hits. lipid storage change, negative = inhibition, % at the top dose, mostly 46.1 µM; hits show Potency in µM. Drosophila S3 cells, BODIPY lipid droplet fluorescence, 18-24 h; cells fed with added oleic acid; active = well fitted inhibition curve with a large enough effect in the signal ratio, with a control signal flat, not every such curve was filed as active; inconclusive = small, poorly fitted or top-dose-only effect, or effect the other way, or a change in a side signal; the % refers to the signal ratio
#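 Drosophila S3 cells got compounds at several concentrations plus oleic acid (400 uM solution). Laser-scanning cytometry with 488 nm excitation read lipid droplets at 500-530 nm and cells at 575-640 nm. Percent activity was relative to 20 uM Triacsin C.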
# Lipid storage S3 cell count max: second read-out of Lipid storage S3, no call of its own (marks repeat the call); cell number change, %; measured here: cell count max response;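 cells counted by Cell Tracker Red CMTPX staining in the red channel; peak over a dose series mostly up to 46.1 µM; percent activity relative to internal control wells on each plate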
# Active calls of the source: *; i = inactive; ? = inconclusive; · = not tested or not shown; [ ] = remark or other dose. % is scaled to controls: 0 for no effect and ±100 for the full control effect; potency is read from the fitted curve at half-maximal effect.
# Values run as follows: Lipid storage S3 | Lipid storage S3 cell count max
- CCC(=O)Nc1nc(=S)ss1
    i | 2
- O=C(NCCCN1CCN(Cc2ccccc2)CC1)c1nnc(Cc2c(F)cccc2Cl)o1
    ? | ·
- O=C(COc1ccccc1F)NNC(=O)c1ccc(N2CCCCC2)c([N+](=O)[O-])c1
    ? | ·
- C[C@@H]([C@H](O)c1ccccc1)N(C)C(=S)Nc1ccccc1
    ? | ·
- O=C(CN(Cc1cccs1)C(=O)CSc1nnc(COc2ccccc2)o1)NC1CCCCC1
    -4% | -14
- CCN(CC)C(=S)SCC(=O)c1ccc(F)cc1
    -2% | 9
- COc1cccc(OC)c1OCC(O)CN1CCN(c2ccc(F)cc2)CC1 (stereo unspecified)
    10% | -1
- COC(=O)C1=CNC=C(C(=O)OC)C1c1ccc(Cl)cc1
    ? | ·
- CC(OC(=O)CN(C)S(=O)(=O)c1ccc(Cl)cc1)C(=O)Nc1ncc(Cl)cc1Cl (stereo unspecified)
    ? | ·
- CCC(C)Cn1c(S(=O)(=O)O)nc2ccccc21 (stereo unspecified)
    -6% | -5
- Cc1cc2ncc(C(N)=O)cn2n1
    ? | ·
- CCc1cccc(CC)c1NC(=O)COC(=O)CC1c2ccccc2CCN1S(=O)(=O)c1ccccc1 (stereo unspecified)
    0% | 0
- CCOC(=O)C(C(=O)Nc1nc2ccccc2s1)C1CCCCC1 (stereo unspecified)
    -13% | 5
- Cc1ccc(C(=O)O)cc1S(=O)(=O)Nc1ccccc1C(=O)NC1CC1
    ? | ·
- Cc1cc(NCCN2CCOCC2)c2ccc3ccccc3c2n1
    -5% | -10
- Cc1ccc(C(C)C)c(OCC(=O)Nc2ccc3c(c2)nc(CN2CCCC2)n3C)c1
    ? | ·
- O=C(Nc1cccc(C(F)(F)F)c1)c1cncs1
    -24% | ·
- CS(=O)(=O)/C(C#N)=C/c1c(-c2ccccc2)nc2n1CCS2
    -9% | ·
- CCN(CC)c1ccc2cc(C(=O)Nc3ccc(-n4cnnn4)c(OC)c3)c(=O)oc2c1
    24% | -6
- COC(=O)c1[nH]c2ccc(C)cc2c1NC(=O)C(C)N1CCN(C2CCCCC2)CC1 (stereo unspecified)
    ? | ·

# Full records, looked up by structure:
# `Cc1ccc(C(=O)O)cc1S(=O)(=O)Nc1ccccc1C(=O)NC1CC1` reads Lipid storage S3 = ?; Lipid storage S3 cell count max = ·
# `CCN(CC)C(=S)SCC(=O)c1ccc(F)cc1` reads Lipid storage S3 = -2%; Lipid storage S3 cell count max = 9
# `CCC(=O)Nc1nc(=S)ss1` reads Lipid storage S3 = i; Lipid storage S3 cell count max = 2

# (continued)
# Values run as follows: Lipid storage S3 | Lipid storage S3 cell count max
- CC(=O)c1cnc(-c2ccccc2)s1
    ? | ·
- COc1ccc2nc(NC(=O)c3cccc(N4C(=O)CCC4=O)c3)sc2c1
    9% | -2
- CCOC(=O)c1ccc(N2CCN(c3ccccc3F)CC2)c(NC(=O)Nc2cccc(OC)c2)c1
    ? | ·
- Cc1ccccc1SCC(=O)OCC(=O)NCCNC(=O)COC(=O)CSc1ccccc1C
    -5% | -8
- COc1ccc(NC(=O)NNC(=O)c2cc3ccccc3cc2O)cc1
    ? | ·
- CCCNC(=O)c1ccc(N2CCC3(CC2)CC(c2cccc(Br)c2)=NO3)c(NC(=O)c2ccccc2)c1
    ? | ·
- CC(C)OCCCNC(=O)c1ccncc1
    ? | ·
- O=C(O)C(C(=O)Oc1ccccc1)C(C(=O)O)C(=O)Oc1ccccc1 (stereo unspecified)
    -2% | -10
- CC/C(=N\O)c1c(O)c2c(n(-c3ccccc3)c1=O)CCCC2
    ? | ·
- Fc1cccc(/C=N/N=C/c2cccc(F)c2)c1
    ? | ·
- Nc1nnc(SCC(=O)Nc2cccc(S(=O)(=O)N3CCOCC3)c2)s1
    ? | ·
- Cc1ccccc1C(=O)Nc1ccc(C(=O)N/N=C/c2ccccn2)cc1
    28% | 2
- O=C(O/N=C(\c1ccccc1)c1ccccn1)c1cccc2ccccc12
    ? | ·
- COc1ccc(Br)cc1C1CC(=O)N2CN(Cc3ccccc3)CSC2=C1C#N (stereo unspecified)
    18%[9.22 µM] | 12
- Cc1ccc(NC(CNS(=O)(=O)c2ccc(Cl)cc2)c2ccccc2)cc1 (stereo unspecified)
    ? | ·
- COc1cc2ccccc2cc1C(=O)N/N=C/c1cccnc1
    ? | ·
- O=C(COc1ccc2c3c(c(=O)oc2c1)CCC3)Nc1ccc(CN2CCOCC2)cc1
    ? | ·
- Cc1cc(SCC(=O)OCC(=O)c2c(N)n(C)c(=O)n(C)c2=O)c(C)cc1Br
    ? | ·
- Cc1cc(NC(=O)CN2C(=O)NC(C)(CCc3ccccc3)C2=O)no1 (stereo unspecified)
    ? | ·
- CCC(C(=O)Nc1ccccc1Cl)n1nc(C)c2c(C)n(-c3ccccc3)nc2c1=O (stereo unspecified)
    i | -2
- COc1cccc(NC(=O)N2CCCC(C(=O)NC3CCCCC3C)C2)c1 (stereo unspecified)
    7% | 14
- O=C(O)c1ccc(/C=N/NC(=O)c2cc(-c3ccc4c5c(cccc35)CC4)n[nH]2)cc1
    ? | ·
- CCC(C(=O)NC1CCCCCC1)n1nc(C)n2c(cc3occc32)c1=O (stereo unspecified)
    ? | ·
- CC(=O)NC(CCCCNC(=S)NC1CCCCC1)C(=O)O (stereo unspecified)
    8% | 2
- CC(C)(C)C(O)(CC#CCN1CCCC1)c1ccccc1 (stereo unspecified)
    -7% | 5
- COc1ccc(Cl)cc1N1CC(c2nc3ccccc3[nH]2)CC1=O (stereo unspecified)
    1% | -11
- CN(CC(=O)Nc1ccc(F)c(F)c1F)C(=O)C1=COCCO1
    ? | ·
- O=C(Cc1ccccc1)NCCSCc1ccc(Cl)cc1
    -10% | 4
- CC(Sc1ccc(S(=O)(=O)N2CCN(C)CC2)cn1)C(=O)NC1CCCCC1 (stereo unspecified)
    ? | ·
- COc1ccc(CN2Cc3cccc4c3[C@@H](CC2=O)[C@H](O)[C@H](O)C4)cc1
    ? | ·
- O=C(Nn1cnnc1)c1ccc(F)c(S(=O)(=O)N2CCCCC2)c1
    ? | ·
- CC(C(=O)N1CCOCC1)n1cc([N+](=O)[O-])cn1 (stereo unspecified)
    ? | ·
- CC(=O)C(CC(=O)N1CCCc2ccccc21)C(=O)Nc1ccc(F)cc1 (stereo unspecified)
    ? | ·
- Fc1ccc(OCCn2cnc(Cl)c2Cl)cc1
    10% | 1
- Cc1ccc(-c2nn(C)c(=O)c3ccccc23)cc1CNC(=O)NC1CCCCC1
    ? | ·
- C=CCSc1nnc2c(n1)OC(C)=Nc1ccc(Br)cc1-2
    ? | ·
- CCOc1ccc(NC(=S)NC(=O)/C=C/c2ccc(Br)cc2)c([N+](=O)[O-])c1
    20% | -13
- Cc1ccc2sc(N(CCCN(C)C)C(=O)CN3C(=O)c4ccccc4C3=O)nc2c1C
    4% | -1
- COc1ccc(/C(C)=N/NC(=O)CNC(=O)c2cccs2)cc1
    9% | 17
- CCCC(=O)Nc1cc2c3c(c1)CCN3C(=O)CC2
    i | 5
- COc1ccc(-c2csc(NC(=O)Cc3ccccc3)n2)cc1OC
    ? | ·
- O=C(O)c1ccc(/C=N/NC(=O)c2ccc(F)cc2)cc1
    -6% | ·
- Cc1ccc(S(=O)(=O)CCC(=O)N2CCN(c3ccccc3F)CC2)cc1
    ? | ·
- O=C(NC1CCS(=O)(=O)C1)c1ccc(N2CCCCC2)c([N+](=O)[O-])c1 (stereo unspecified)
    -14% | 13
- CCCCN(CC)C(=O)c1ccc(-c2ccccc2)cc1
    ? | ·
- CCOC(=O)c1cc(-c2ccccc2)n(CC(=O)NC(C)(C)C)c1C
    -16% | -24
- COc1cccc(NC(=O)Cc2nnc(SCC(=O)NC(C)c3ccccc3)n2C)c1 (stereo unspecified)
    3% | 8
- COc1ccc(NC(=O)CCN2CCN(S(=O)(=O)c3ccc(Br)cc3)CC2)cc1
    i | -8
- O=C(O)/C=C/C(=O)Nc1cc(F)ccc1F
    8% | 1
- Cn1c(=O)c2cc3c(nc2n(C)c1=O)CC(c1ccccc1)CC3=O (stereo unspecified)
    -3% | 11
- CCOc1ccc(S(=O)(=O)N2CCOCC2)cc1NC(=O)CSCc1c(C)noc1C
    ? | ·
- O=C(Nc1ncc2c(n1)-c1ccccc1OC2)c1ccccc1Cl
    -16% | -18
- CC1(c2ccccc2)NC(=O)N(CC(=O)NCc2cccc(Cl)c2)C1=O (stereo unspecified)
    ? | ·
- O=C(N/C(=C\c1ccccc1)C(=O)N1CCCCCC1)c1ccccc1
    16% | 19
- COc1ccc(NC(=O)C(C)N2C(=O)C3CC=C(Cl)CC3C2=O)cc1 (stereo unspecified)
    i | -23
- CC1CCN(C(=O)c2nc[nH]c2C(=O)N2CCC(C)CC2)CC1
    ? | ·
- Cc1ccc(-c2n[nH]c(=O)c3ccccc23)cc1S(=O)(=O)N(C)C
    i | -7
- CC(C)CCc1noc(CN2CCC(C(=O)N3CCOCC3)CC2)n1
    15% | 11
- CCCCn1c(N)c(N(CC(C)C)C(=O)C2CCN(S(=O)(=O)c3ccccc3)CC2)c(=O)[nH]c1=O
    ? | ·
- CC(/C=C\c1cccnc1)=C/C(=O)O
    -5% | -16

# In another format: results already given
Lipid storage S3	Lipid storage S3 cell count max	SMILES
3%	8	COc1cccc(NC(=O)Cc2nnc(SCC(=O)NC(C)c3ccccc3)n2C)c1 (stereo unspecified)
-16%	-24	CCOC(=O)c1cc(-c2ccccc2)n(CC(=O)NC(C)(C)C)c1C

# (list continues)
# Values run as follows: Lipid storage S3 | Lipid storage S3 cell count max
- CC[C@@H](C)[C@H](NC(=O)CNC(=O)Cc1c(C)c2c(cc(C)c3c(C)coc32)oc1=O)C(=O)O
    ? | ·
- Cc1nnsc1C(=O)N(Cc1ccccc1)C(C)C
    0% | 0
- COc1ccc(NC(=O)CN(C)C2CCCCC2)c([N+](=O)[O-])c1
    21% | 10
- CCOC(=O)C1CCN(C(=O)CSc2nnc(-c3ccco3)n2-c2ccccc2)CC1
    ? | ·
- Cc1ccc(NC(=O)COC(=O)c2oc3ccccc3c2C)cc1S(=O)(=O)N1CCOCC1
    -2%[0.0737 µM] | ·
- O=C(Nc1cnccn1)c1csc2ccccc12
    ? | ·
- CCCCNC(=O)N(CC)c1c(N)n(Cc2ccccc2)c(=O)[nH]c1=O
    ? | ·
- CN(Cc1cnn(C)c1)Cc1nc(COc2ccccc2)no1
    -2% | 6
- O=C(OCC(=O)c1ccc[nH]1)c1ccc(S(=O)(=O)N2CCCCC2)cc1
    -1% | 23
- Cc1nnc(SCC(=O)c2cc(C)n(C3CC3)c2C)s1
    ? | ·
- Cc1cc(C)c(C)c(S(=O)(=O)NC2CCN(Cc3ccccc3)CC2)c1C
    4% | -13
- Cc1ccccc1-c1nn2c(-c3ccccc3)nnc2s1
    ? | ·
- CCCNC(=O)c1ccccc1NC(=O)c1ccccc1N(C)S(C)(=O)=O
    -3% | 2
- CCC1CCCCN1CCCNC(=O)CN1C(=O)c2cccnc2Oc2ccc(Cl)cc21 (stereo unspecified)
    ? | ·
- CCOC(=O)c1c(NC(=O)CN2C(=O)NC(C)(c3ccccc3)C2=O)sc(C)c1C (stereo unspecified)
    -25% | ·
- O=C(CCC1CCCN(C(=O)CCN2CCCCC2=O)C1)NCc1ccccc1F (stereo unspecified)
    -13% | -3
- O=C(c1c[nH]c(C(=O)C(Cl)(Cl)Cl)c1)c1ccc(F)cc1Cl
    ? | ·
- Cc1ccc(S(=O)(=O)N2CCC(C(=O)N[C@@H](Cc3ccccc3)C(=O)O)CC2)cc1
    ? | ·
- O=C(N1CCN(Cc2ccc3c(c2)OCO3)CC1)C12CC3CC(CC(C3)C1)C2
    16% | -16
- CC1C(=O)N(Cc2ccccc2F)c2ccccc2N1C(=O)c1c(F)cccc1F (stereo unspecified)
    i | 6
- COc1ccc(CN(C)C(=S)Nc2ccc(Cl)cc2Cl)cc1
    -10% | -15
- O=[N+]([O-])c1cccc(-c2ccc(C(=S)N3CCN(c4ccccc4)CC3)o2)c1
    -10% | 12
- CC(=O)c1cccc(NC(=O)c2ccc(S(=O)(=O)N3CCCCC3)cc2)c1
    i | -9
- Cc1ccc(CNC(=O)c2ccc3c(=O)n4c(-c5ccc(C)cc5)csc4nc3c2)cc1
    -2% | 16
- O=C(O)c1ccccc1N/N=C/C1=C(N2CCOCC2)C(=C\c2ccccc2)/CC1
    8% | ·
- C=CCOc1ccc(/C=C/C(=O)OCC(=O)NCc2cccc(OC)c2)cc1
    -12% | 16
- C[n+]1cc(-c2ccccc2)n2c1CCCCC2
    12% | 3
- CCCC(=O)Nc1cc(Cl)ccc1N1CCN(C(=O)CC)CC1
    ? | ·
- CC(Oc1ccc2oc(-c3ccccc3)c(C(=O)O)c2c1)C(=O)O (stereo unspecified)
    i | ·
- Cc1cccn2cc(CNC(=O)C3CCCCC3)nc12
    7% | -11
- CSc1ccccc1OCc1cc(C(=O)N2CCN(Cc3nccn3C)CC2)no1
    ? | ·
- Cc1ccc(/C=C2\SC(=S)N(CCC(=O)NNS(=O)(=O)c3ccc(C)cc3)C2=O)cc1
    10% | 10
- CCOc1ccc(OCC(=O)c2c(O)c3ccccc3oc2=O)cc1
    1% | 6
- CN(C)S(=O)(=O)c1cccc(NC(=O)c2cccc(N3C(=O)CCC3=O)c2)c1
    i | ·
- CCn1c2ccccc2c2cc(NC(=O)COC(=O)c3cc(S(N)(=O)=O)c(Cl)cc3Cl)ccc21
    10% | 9
- CC(C)N1C(=O)CCC1C(=O)N1CCCc2ccccc21 (stereo unspecified)
    -2% | -5
- O=C(CN1CCN(c2ccccn2)CC1)Nc1cc(F)ccc1F
    ? | ·

# Some of the compounds tested; rates above refer to the full screens.
